MT1-MMP act inh: inhibitors of human MT1-MMP activation; HT1080 RFP-PRO-GFP cells, GFP/RFP ratio fluorescence, overnight; percent of plate control window, DMSO zero; GFP/RFP ratio change, % at 20 µM; 0.061% of 360,000 active; AID 651647;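 active means GFP/RFP ratio change of at least 30% with cell ATP level not reduced by more than half and red fluorescence within 50% of control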; further: strong numbers were not always called active
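Read-out: GFP/RFP fluorescence ratio; Test system: RFP-PRO-GFP reporter HT1080 cells; Compound dosing: single-point 20 µM compound, 1% DMSO; Times: overnight compound exposure at 37 °C.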
SKN-1 inh: blocks SKN-1 activity in C. elegans; C. elegans VP596 Pgst-4::GFP/RFP ratio, acrylamide-induced, 24 h; inhibition, % at 21.8 µM; 0.49% of 360,000 active; AID 624304;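 active means interference check ratio from 0.5 to 1.5 plus GFP to RFP signal ratio inhibition reaching or exceeding a fixed threshold, cut at about 30% in these data, passing the limit was not always enough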; further: some compounds called inactive have numbers as strong as hits
FAS-TE inh: inhibitors of human fatty acid synthase thioesterase domain | inhibition, % at 15 µM | AID 602261 | P49327 | recombinant FAS-TE, OMFH fluorogenic substrate, fluorescence endpoint | 0.67% of 360,000 active;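 active means compounds whose normalised, plate-corrected inhibition of enzyme fluorescence in the single-dose primary screen is 50% or more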;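 further: 0% = DMSO with enzyme and 100% = substrate without enzyme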
bovine MsrA act: bovine methionine sulfoxide reductase A activation | purified bovine MsrA, absorbance read-out | 0.3% of 360,000 active | activation, % at 10.6 µM | AID 602163; in the data active means activation above about 7.5%;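 further: 0% = vehicle and 100% = reference activator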
MLLE-PAM2 inh: inhibitors of microRNA-mediated deadenylation, human PABP1 MLLE binding. P11940. GST-MLLE / FITC-PAM2 fluorescence polarization. inhibition, % at 20 µM. 0.36% of 360,000 active. AID 588489; in the data active means inhibition above about 35%, passing the limit was not always enough;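 further: plate controls were DMSO wells with GST-MLLE for no effect and wells lacking GST-MLLE protein for full effect; some results filed as inactive read as strong as hits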
Target sequence (P11940 whole entry, looked up): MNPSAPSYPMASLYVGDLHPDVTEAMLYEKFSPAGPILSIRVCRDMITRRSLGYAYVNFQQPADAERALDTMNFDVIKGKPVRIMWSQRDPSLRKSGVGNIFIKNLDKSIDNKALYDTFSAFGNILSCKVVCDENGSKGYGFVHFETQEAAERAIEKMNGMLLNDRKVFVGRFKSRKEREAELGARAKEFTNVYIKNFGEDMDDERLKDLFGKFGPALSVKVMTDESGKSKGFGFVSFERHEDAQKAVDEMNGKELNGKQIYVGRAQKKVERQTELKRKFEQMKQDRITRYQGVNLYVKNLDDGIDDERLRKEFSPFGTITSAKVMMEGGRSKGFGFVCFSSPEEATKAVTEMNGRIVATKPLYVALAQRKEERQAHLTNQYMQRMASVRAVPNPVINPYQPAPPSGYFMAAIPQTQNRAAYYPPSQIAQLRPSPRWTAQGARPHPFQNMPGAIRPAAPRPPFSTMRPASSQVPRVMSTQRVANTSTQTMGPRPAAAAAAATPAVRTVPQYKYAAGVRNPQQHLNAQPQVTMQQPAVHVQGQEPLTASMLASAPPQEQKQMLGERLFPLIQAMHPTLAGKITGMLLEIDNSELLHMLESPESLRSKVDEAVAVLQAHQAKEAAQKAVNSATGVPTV
Rin1-Abl PPI inh: blocks binding of human Rin1 to Abl | TR-FRET Rin1/Abl binding, biochemical | 0.4% of 360,000 active | P00519+Q13671 | AID 588664 | inhibition, % at 7.35 µM; in the data active means inhibition above about 5%, passing the limit was not always enough
E coli Lon inh: inhibitors of E. coli Lon protease | P0A9M0 | purified E. coli Lon protease, fluorescence polarization | inhibition, % at 7.94 µM | 0.42% of 360,000 active; in the data active means inhibition above about 13%, passing the limit was not always enough;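 further: 0% = enzyme with probe and DMSO and 100% = no enzyme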
Neddylation inh: cullin neddylation inhibition | TR-FRET cullin neddylation, biochemical | calls only at 25 µM | 0.58% of 360,000 active | AID 651699; in the data active means inhibition above about 36%
NRP1-CendR mod: NRP-1/CendR interaction modulation. O14786. FAM-RPARPAR peptide binding to NRP-1, fluorescence polarization. inhibition, % at 25 µM. 0.85% of 360,000 active. AID 602438;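 active means inhibition or corrected inhibition above about 18%, plus a signal ratio from 0.5 to 1.5, limit read from the data, passing the limit was not always enough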; further: strong numbers were not always called active
Starred values were filed as active, the others as inactive; i = inactive; nt = no result given.

molecule	MT1-MMP act inh	SKN-1 inh	FAS-TE inh	bovine MsrA act	MLLE-PAM2 inh	Rin1-Abl PPI inh	E coli Lon inh	Neddylation inh	NRP1-CendR mod
Cc1ccc(S(=O)(=O)N2CCCCC2)cc1NC(=O)COC(=O)CNC(=O)c1cc(Cl)cc([N+](=O)[O-])c1	4	4	-3	-1	-4	-1	-7	i	4
COCCN(CCOC)S(=O)(=O)c1ccc(C(=O)Nc2nnc(CSC)o2)cc1	-6	7	-6	-5	0	6	-8	i	-7
CC1(C)C(=O)Nc2ccccc2N1C(=O)COC(=O)Cc1c(F)cccc1Cl	-5	2	2	-2	-9	2	-4	i	5
Cc1noc(C)c1C(=O)OCC(=O)NCc1ccccc1	4	9	-2	-5	4	-5	-5	i	24*
O=C(c1ccco1)N1CCN(C(=O)c2ccc(Br)o2)CC1	4	4	-6	5	-9	0	-5	i	-2
COC(=O)c1ccc(C(c2c(C)n(C)n(-c3ccccc3)c2=O)c2c(C)n(C)n(-c3ccccc3)c2=O)cc1	2	-5	-5	-1	24	2	-1	i	6
S=C(c1ccc(OCc2ccccc2)cc1)N1CCCC1	6	-14	22	-10	-8	-4	5	i	-2
Cc1ccc(N2C(=O)N(CC(=O)c3cc(C)ccc3C)C(=O)C2C)cc1 (stereo not drawn)	0	-2	18	-4	-4	-6	-5	i	7
CCCC(=O)c1cc2c(cc1NC(=O)c1cccs1)OCCO2	2	-4	-7	-10	5	0	-12	nt	2
COCCn1nc2cc(C(=O)NCc3cc(C(F)(F)F)cc(C(F)(F)F)c3)ccc2c1OC	-1	15	-3	-2	8	0	21*	nt	12
CCCCn1c(/N=C/c2ccc(N(C)C)cc2)nc2ccccc21	3	8	-3	-18	-87	3	-12	i	-71
CC(=O)Nc1cccc(Oc2cc(C#N)c(C#N)cc2N2CCCCCC2)c1	-5	21	39	-1	8	1	-16	i	-18
COC(=O)c1c(NC(=O)c2ccco2)sc(C(=O)N2CCCC2)c1C	2	3	3	0	0	0	-5	i	-20
COc1cc(NC(=O)c2cccs2)c(C(=O)OCC(=O)NCc2ccco2)cc1OC	2	3	1	-2	-24	-1	-1	i	-10
COc1cc(OC)c(NC(=O)c2cc(S(=O)(=O)N3CCOCC3)cn2C)cc1Cl	-4	-16	-4	-12	6	2	-3	i	0

Remaining list, next part.
molecule	MT1-MMP act inh	SKN-1 inh	FAS-TE inh	bovine MsrA act	MLLE-PAM2 inh	Rin1-Abl PPI inh	E coli Lon inh	Neddylation inh	NRP1-CendR mod
CCOC(=O)C1CCCN(C2=NC(=O)/C(=C/c3ccc(OC)c(OC)c3)S2)C1 (stereo not drawn)	3	9	-3	-2	-5	0	-8	i	-2
COc1cccc(CNC(=O)COC(=O)CN2C(=O)NC3(CCCCC3C)C2=O)c1 (stereo not drawn)	1	29	-8	-3	-9	1	-6	i	-4
O=C(Nc1ccc(OC(F)(F)F)cc1)c1cnc2n(c1=O)CCS2	-2	-16	3	-2	6	3	-2	i	6
CC(C)C1OC(CCc2ccccc2)Cc2[nH][nH]c(=O)c21 (stereo not drawn)	2	6	-36	-2	nt	nt	-2	i	5
O=C1C=CC(=O)N1Cc1ccccc1	2	-1	5	-9	16	-1	-2	i	-12
CC1CCC2(CC1)NC(=O)N(CC(=O)Nc1cccc(C#N)c1)C2=O (stereo not drawn)	1	-3	-3	0	-9	3	-6	i	0
CCn1c(SCC(=O)O)nnc1-c1ccc2[nH]c(C)c(C)c2c1	-1	2	-12	-1	-116	0	-16	i	-12
CC(C)(C)c1ccc(-c2nc(-c3ccncc3)no2)cc1	-5	33	8	-1	1	1	-4	i	-3
CCCNC(=O)C1(C)CCCN(C(=O)c2ccc(C)c(F)c2)C1 (stereo not drawn)	4	-9	-6	-2	7	-2	-2	i	-3
CCN(CCNC(=O)c1ccc(CSc2nc3ccncc3[nH]2)cc1)c1ccccc1	3	-3	-12	-3	-3	-1	-6	i	-3
CC(C)c1cc(C(N)=O)c(NC(=O)c2cccc(COc3ccc(Cl)cc3)c2)s1	-2	13	19	-6	22	0	-11	nt	-8
S=C(NC1CC2CCC1C2)N1CCN(c2cccc(Cl)c2)CC1 (stereo not drawn)	-1	-12	26	-5	-127	3	-10	i	-7
COc1cccc(CNCc2cc(OC)cc(OC)c2)c1	-3	-6	-3	-3	1	-1	5	i	3
CC(C)CNC(=O)[C@H](Cc1ccccc1)NC(=O)c1cccs1	-2	9	-5	1	9	0	-5	i	-8
O=C(COC(=O)c1c[nH]c2ccccc12)Nc1cccc(F)c1	0	-2	6	-6	-32	-1	-4	i	0

Later entries
molecule	MT1-MMP act inh	SKN-1 inh	FAS-TE inh	bovine MsrA act	MLLE-PAM2 inh	Rin1-Abl PPI inh	E coli Lon inh	Neddylation inh	NRP1-CendR mod
COC(=O)/C=C1/SC(=NC(=O)c2ccccc2)NC1=O	11	12	-14	5	20	0	-4	i	-10
COc1cccc(N=Cc2c[nH][nH]c2=O)c1	3	17	-6	-3	9	-5	-4	i	2
COc1ccccc1-c1cc(C(=O)NCCc2ccccc2)no1	2	19	23	-2	2	3	-3	i	0
Cc1cccc(-n2c(SCC(=O)N3CCC(C(=O)O)CC3)nc3ccccc3c2=O)c1C	0	-4	-4	-6	5	-1	4	i	3
O=C(c1ccc(Br)cc1)c1sc(N2CCOCC2)nc1-c1ccccc1	-7	3	28	-2	-5	3	0	i	4
COc1ccc2oc(=O)cc(CN(C)Cc3ccccc3)c2c1	nt	16	20	-10	-7	0	6	i	0
Fc1cccc(/C=N/N=C/c2cccc(F)c2)c1	2	21	2	-10	14	2	-1	i	8
Cc1ccc(-n2nnnc2C(=Cc2ccc(N(C)C)cc2)c2nnnn2-c2ccc(C)cc2)cc1	-51	9	36	-1	-41	-1	6	i	-74
CCCC(=O)Nc1nnc(-c2ccc(Cl)s2)o1	0	8	-4	0	-15	-2	2	i	-17
Clc1ccc2nc(-c3ccco3)c(Cc3ccsc3)n2c1	-4	5	2	-18	-1	0	-14	i	-36
NS(=O)(=O)c1ccc(CCNC(=O)CSc2nc3ccccc3c(=O)n2CCC(=O)N2CCCCC2)cc1	-4	-7	-4	-4	7	2	-6	i	14
O=S(=O)(c1ccccc1)c1nc(-c2ccco2)oc1NCc1cccnc1	-2	9	-6	-14	5	-4	-9	i	0
O=C(CCN1C(=O)c2ccc(Br)cc2C1=O)NC1CCCCC1	3	-1	-4	-1	17	1	1	i	2
CCCC(=O)c1c[nH]c(C(=O)NCc2ccco2)c1	5	13	-8	-3	4	1	-4	i	-3
O=C(Oc1nsnc1N1CCOCC1)N1CCCC1	2	-4	-10	-4	-9	0	3	i	-19

Reformatted with values under each structure: entries from further up
Below each SMILES: MT1-MMP act inh	SKN-1 inh	FAS-TE inh	bovine MsrA act	MLLE-PAM2 inh	Rin1-Abl PPI inh	E coli Lon inh	Neddylation inh	NRP1-CendR mod
CCCC(=O)Nc1nnc(-c2ccc(Cl)s2)o1
    0	8	-4	0	-15	-2	2	i	-17
Clc1ccc2nc(-c3ccco3)c(Cc3ccsc3)n2c1
    -4	5	2	-18	-1	0	-14	i	-36

The listing continues:
molecule	MT1-MMP act inh	SKN-1 inh	FAS-TE inh	bovine MsrA act	MLLE-PAM2 inh	Rin1-Abl PPI inh	E coli Lon inh	Neddylation inh	NRP1-CendR mod
O=C(NC(=O)c1ccc(F)cc1F)Nc1ccc(Cl)cc1	1	-1	-6	-4	-2	3	2	i	0
CCOc1ncccc1C(=O)OCC(=O)c1cc(C)n(Cc2ccco2)c1C	-6	-1	15	-3	11	3	5	i	-10
CSCc1ccc(C(=O)Nc2cccc(C)c2C)cc1	-2	9	-1	-5	-5	0	1	i	-9
O=C(NN=Cc1c(O)ccc2ccccc12)C1CC1	-9	-5	4	-6	5	-1	5	i	-3
C=CCOc1ccc(CNn2c(C)n[nH]c2=S)cc1OC	1	-11	-4	2	-18	-5	-1	i	3
O=C(Cn1c(=O)oc2cc(S(=O)(=O)N3CCCC3)ccc21)N1CCc2ccccc2C1	0	-18	-11	-7	17	3	-7	i	-9
CC1CC(C)CN(C(C)C(=O)Nc2cc(S(=O)(=O)N3CCCCC3)ccc2Cl)C1 (stereo not drawn)	-2	11	18	-2	0	4	5	i	0
O=[N+]([O-])c1ccccc1C(=Nc1ccccc1)c1c(O)cc(O)cc1O	15	5	-3	-4	20	3	1	i	-2
COc1ccc(OC)c(N(CC(=O)Nc2cccnc2)S(=O)(=O)c2ccc(C)cc2)c1	-2	-2	-1	-2	4	-2	5	i	3
O=C(Nc1ccccc1Cl)C1CCN(S(=O)(=O)c2cccc3nonc23)CC1	1	10	4	-12	-16	0	-2	i	-2
CCN(CC)C(=O)c1cn(CCC#N)nc1-c1ccc2ccccc2c1	1	6	-1	-2	1	0	-7	i	2
COc1ccc(NC(=O)Nc2cccc3ccccc23)cc1OC	2	-6	-5	-3	-3	-1	0	i	7
CCC(C)(C)n1nnnc1C(c1ccccc1F)N1CCN(C(=O)c2ccco2)CC1 (stereo not drawn)	-1	0	0	-2	10	1	5	i	0
C=CCSC1=C(C#N)C2(CCCCC2)C(C#N)C(=O)N1 (stereo not drawn)	-2	-6	-9	2	-1	-1	-7	i	3
NC(=O)c1ccc(NCCc2ccccc2)c([N+](=O)[O-])c1	3	-14	2	5	-2	-2	-8	i	-2

Continuation.
molecule	MT1-MMP act inh	SKN-1 inh	FAS-TE inh	bovine MsrA act	MLLE-PAM2 inh	Rin1-Abl PPI inh	E coli Lon inh	Neddylation inh	NRP1-CendR mod
Cc1ccc(CN2CCc3c(OCc4ccc(F)cc4)cccc3C2=O)cc1	-9	3	19	-3	9	-1	-9	i	-3
O=C(NNS(=O)(=O)c1ccccc1[N+](=O)[O-])c1ccccc1[N+](=O)[O-]	0	1	-8	-4	19	2	4	i	-2
Cc1cc(Cl)ccc1OCCn1cncn1	0	12	3	2	13	-1	-3	i	0
Cc1ccc(NS(=O)(=O)c2ccc(C(=O)OCC(=O)N3CCCCC3)cc2)cc1	-1	2	2	-4	-13	-2	3	i	-5
CC1CN(c2ccc([N+](=O)[O-])cn2)CC(C)O1 (stereo not drawn)	-1	0	-2	0	1	2	2	i	8
O=C(O)c1ccc(NS(=O)(=O)c2ccc(NC(=O)c3ccccc3Cl)cc2)cc1	-1	1	-4	-1	-6	2	0	i	0
Cc1cc(C(=O)COc2ccc([N+](=O)[O-])cc2)c(C)n1C1CC1	-1	-1	24	-4	-10	-6	-6	i	-11
O=C(CN1CCOCC1)Nc1ccc(Br)cc1	4	14	-5	1	7	2	-2	i	7
NC(=O)C1CCN(C(=O)COCc2cc(-c3ccc4c(c3)OCO4)on2)CC1	0	-15	-2	-4	0	-1	-12	i	15
CCNC(=O)NC(=O)C(C)OC(=O)c1oc2ccccc2c1CSC1CCCCC1 (stereo not drawn)	-9	16	-8	-3	-5	1	6	i	-9
CCCCn1c(SCC(=O)OCC)nc2c1c(=O)[nH]c(=O)n2C	1	21	-2	0	18	1	-6	i	-2
CCC(C)c1ccccc1N1CC(C(=O)N(C)CC(=O)Nc2cccc(F)c2)CC1=O (stereo not drawn)	-1	11	-5	1	-15	1	-2	i	-1
Cc1ccc(-c2ccc(CCC(=O)O)n2NC(N)=S)cc1	-1	-11	-10	-10	-13	-1	-1	i	-3
NC(=O)c1ccccc1NC(=O)CCN1C(=O)c2ccccc2C1=O	3	4	-2	3	-2	0	-1	i	11
Cc1cc(C)c2cc(C(=O)Nc3ccc(C)c(F)c3)[nH]c2c1	-5	-10	4	-2	-11	1	-4	i	-5
O=C(Nc1ccc(N2CCCCC2)c(Cl)c1)c1ccc(N2CCOCC2)c([N+](=O)[O-])c1	-4	8	30	-2	-4	-3	-7	i	-6
CCN(CC)CCNC(=O)C(=O)NCC1OCCN1S(=O)(=O)c1cccs1 (stereo not drawn)	2	0	-7	-5	5	0	-16	i	7
CC(C)C[C@@H](CN1CCC[C@@H]1CN1C(=S)NC[C@@H]1Cc1ccc(O)cc1)N1C[C@H](Cc2ccccc2)N(CCc2ccccc2)C1=S	0	-2	-118	-1	12	5	-6	i	-10

Compound activity: PubChem, several laboratories
